Screens from PubChem.
MT stabilizer: microtubule stabilization, imaging screen | HeLa tubulin immunostaining HCS, 24 h; share of cells brighter than vehicle mean+2SD | % tubulin-high responders, % at 10 µM | 200,000 tested, 0.83% active | AID 2205;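 active means plate Z-score above 3 for both tubulin-high and condensed-nucleus cell shares, with cell loss under 80%, at 10 µM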;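 further: anti alpha tubulin signal scored within the nucleus-defined area of each cell; some results filed as inactive read as strong as hits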
Autophagy HCS: autophagy modulation, high-content screen; MEF GFP-LC3 puncta imaging; test concentration mostly 10 µM; calls only at 10 µM (by protocol); 190,000 tested, 0.98% active; AID 463193;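 active means percentage of spot-positive cells more than 3 SD above its plate mean, without a fluorescence outlier flag or 80% toxicity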;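 further: spot-positive cell cutoff set from DMSO-treated cells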
AID2073: disruptors of CaV2.2 binding to Mint1 – biochemical, HTRF (AID 2073) | HTRF protein-protein interaction, Mint1-CaV2.2; higher % means a stronger effect | one-dose inhibition, % at 20 µM; IC50 in µM for titrated hits | 290,000 tested, 0.19% active; in the data active means inhibition mostly above about 51%, no sharp cut-off; further: some results filed as inactive read as strong as hits
Ins promoter up: MIN6 insulin promoter up-regulation | MIN6 insulin promoter-GFP reporter, high-content imaging; active compounds read high | AID 1625 | 190,000 tested, 0.3% active | z-score at 5 µM;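 active means z-score above 3 at 5 µM with at least 500 cells counted in the well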
Dynein transport: dynein cargo transport inhibition; 220,000 tested, 0.47% active; AID 1381; z-score, hits read low; 3617.4 mouse cells, GR-EGFP nuclear translocation imaging; test concentration mostly 20 µM; stimulated with dexamethasone, 1 µM; active compounds read low;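 active means plate z-score of nuclear minus cytoplasmic receptor signal below a set negative limit, without overly bright fluorescence or cell loss, cut at about -3.5 in these data, passing the limit was not always enough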;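 further: z-score of nuclear minus cytoplasmic ring GR-EGFP intensity difference per well; some compounds called inactive have numbers as strong as hits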
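Buffer or medium: tet-free, stripped-serum medium; reagent: dexamethasone at 1.0 µM final, 30 min; incubation: 48 h induction, 1 h compound, 30 min dex at 37 °C; measured by: formaldehyde fixation, Hoechst nuclear stain, 10x automated fluorescence imaging; read-out: nuclear-to-cytoplasmic GR-EGFP distribution per well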
Yfh1-off respiration: enhancers of respiration in Yfh1-depleted yeast, dose response, Friedreich's ataxia, plus single-dose screen (AID 1465); S. cerevisiae Yfh1-off respiration, WST-1 reduction, 72 h; higher fold induction means a stronger effect; fold induction at 50 µM; hits with a dose series show EC50 in µM; 220,000 tested, 0.074% active;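 active means fold induction of absorbance versus untreated yeast above a set limit, then at least 30% activation at any dose in follow-up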;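 further: activators that raise dye reduction in frataxin-depleted yeast; strong numbers were not always called active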
bCat nuc transl: alters nuclear translocation of beta-catenin in HeLa cells; immunofluorescence imaging; nuclear translocation activity, % at 5 µM; 190,000 tested, 0.3% active;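 active means nuclear translocation activity above 50% at 5 µM, with a well cell count of 50 or more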;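 further: per-cell ratio of nuclear to cytoplasmic median beta-catenin stain intensity; plate controls were DMSO negative control for no effect and GSK-3 inhibitor IX positive control for full effect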
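Test system: human HeLa cell line; Doses: 5 µM primary, 0.02–20 µM confirmation; Incubation: 24 h compound exposure, 37°C; Detection: beta-catenin immunofluorescence imaging with DAPI; Read-out: beta-catenin nuclear/cytoplasmic ratio, % activation.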
HIV peptide binding: cell-free HIV fusion peptide-binding blockers – biochemical, uHTS, fluorescence dequenching, primary screen (AID 1986); cell-free peptide binding, fluorescence dequenching, 30 min; higher % means a stronger effect; inhibition, % at 20 µM; hits with a dose series show IC50 in µM; 290,000 tested, 0.3% active; in the data active means inhibition mostly above about 52%, no sharp cut-off; inactive means mostly below about 76%; further: some results filed as inactive read as strong as hits
WT yeast gro inh: growth inhibition of WT yeast, mitochondrial fusion screen; mitochondrial fusion phenotypic screen, WT strain; inhibition, % at 10 µM; 190,000 tested, 2.1% active; AID 1362; in the data active means inhibition above about 58%; tested in S. cerevisiae
WT yeast gro inh mutant strain: further read-out of WT yeast gro inh, marked with its call; inhibition, %; mitochondrial fusion phenotypic screen, mutant strain inhibition
Dynein transport cytoplasmic EGFP: recorded beside Dynein transport, whose call it bears; z-score; measured here: cytoplasmic GR-EGFP intensity; active compounds read high
Dynein transport nuclear GR-EGFP: second read-out of Dynein transport, no call of its own (marks repeat the call); z-score; measured here: nuclear GR-EGFP intensity;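 lower value marks the stronger effect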
Dynein transport cell count: also measured in Dynein transport; calls as there; z-score; measured here: cell count per field
Ins promoter up cell count: further read-out of Ins promoter up, marked with its call; cell count; measured here: cytotoxicity, nuclei count;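 total cells summed across four imaged fields per well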
bCat nuc transl cell count 5 µM: also measured in bCat nuc transl; calls as there; cell count; measured here: cell count, cytotoxicity flag
MT stabilizer Hoechst-high %: recorded beside MT stabilizer, whose call it bears; % Hoechst-high responders; measured here: nuclear condensation Hoechst responders;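 share of cells brighter than vehicle mean plus two SD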
MT stabilizer cytotoxicity %: further read-out of MT stabilizer, marked with its call; toxicity, %; measured here: cytotoxicity by cell density;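 0% = mean cell density of plate MIN control wells and 100% = no cells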
Autophagy HCS cell loss 18 h: also measured in Autophagy HCS; calls as there; toxicity, %; measured here: cell loss, nuclei count;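 cell loss after 18 h compound exposure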
An asterisk follows results filed as active; i = inactive; nt = no result given.

SMILES	MT stabilizer	MT stabilizer Hoechst-high %	MT stabilizer cytotoxicity %	Autophagy HCS	Autophagy HCS cell loss 18 h	AID2073	Ins promoter up	Ins promoter up cell count	Dynein transport	Dynein transport cytoplasmic EGFP	Dynein transport nuclear GR-EGFP	Dynein transport cell count	Yfh1-off respiration	bCat nuc transl	bCat nuc transl cell count 5 µM	HIV peptide binding	WT yeast gro inh	WT yeast gro inh mutant strain
C=CCc1cccc(C=Nc2ccc(Br)cc2)c1O	2.5	3.3	6.7	i	-3	-1%	0.65	1188	1	-0.34	0.82	-0.19	i	-0.1	1150	0.7%	3	-10
O=C(CSC1=NCCS1)Nc1ccccc1F	3.1	3.2	5.4	i	-8	-5%	nt	nt	0.17	-0.23	0.25	0.31	i	-7.2	996	-1.3%	-18	11
Cc1ccccc1C(=O)c1ccc2c(c1)n(C)c(=O)n2C	6.2	3.7	11	i	4	3%	0.07	1056	-0.72	-0.04	0.16	-0.021	i	-1.9	828	1.7%	12	4
O=C(Cc1ccc(Br)cc1)NNC(=O)Nc1ccc(Cl)cc1	1.7	2.0	3.8	i	4	26%	-0.12	1514	-1	-0.27	0.074	1.2	i	0.1	1536	4.0%	10	13
O=C(C1CCN(S(=O)(=O)c2cccc3cccnc23)CC1)N1CCc2ccccc21	2.6	1.9	5.4	i	-77	-1%	-0.34	1556	-0.49	-0.31	-0.19	0.099	i	0.2	1325	-0.2%	14	-5
CN(C)Cc1ccccc1Sc1ccc(Br)cc1	2.3	3.9	3.4	i	-7	-2%	-0.15	1220	-0.64	-0.28	-0.63	0.61	i	-3.2	586	-0.1%	-12	13
Cc1oc(-c2cccs2)nc1CN1CCN(C2CCCC2)C(CCO)C1 (stereo not drawn)	1.6	2.3	13	i	-12	20%	-0.63	1442	2.4	-0.27	1.3	-1.4	i	-2.7	1027	0.6%	2	-3
OC(CNCCc1ccccc1)c1ccccc1 (stereo not drawn)	2.9	1.2	12	i	2	7%	-0.3	1227	-0.14	-0.25	0.23	0.65	i	-0.2	1143	1.5%	7	13
Cc1csc(NC(=O)C(Cc2ccccc2)n2cccc2)n1 (stereo not drawn)	2.7	0.8	6.5	nt	nt	-5%	0.8	1375	-0.023	-0.24	0.1	0.45	i	-2.9	1162	3.3%	27	15
O=C(O)c1ccccc1C(=O)c1ccc(N2CCOCC2)c([N+](=O)[O-])c1	3.1	0.8	7.9	i	35	3%	-0.15	1508	0.17	-0.24	0.085	-0.8	i	-0.2	1548	-0.7%	-23	-6
CCOC(=O)c1sc(NC(=O)CSc2nc3c(c(=O)n2-c2ccc(F)cc2)SCC3)c(C(=O)OCC)c1C	2.3	2.9	12	i	10	-2%	-0.07	1111	-0.098	-0.24	0.84	0.18	i	1.3	537	0.5%	0	-6
COc1cccc(OC)c1C(=O)Oc1ccc2c(c1)O/C(=C\c1ccncc1)C2=O	2.4	3.7	6.5	i	8	15%	-0.73	1257	1.1	-0.051	0.3	-0.99	i	-0.4	959	3.9%	-14	-13
COc1ccc(-c2cc(OC)c3ccccc3n2)cc1	4.8	2.4	7.5	i	18	0%	0.18	1200	0.23	0.076	0.3	-0.34	i	-1.8	570	-1.4%	30	25
CC(NC(=O)C1(c2cccs2)CCOCC1)c1ccccc1 (stereo not drawn)	2.8	3.0	5.5	i	-7	8%	0.19	1307	-0.35	-0.25	-0.27	1.1	i	-2.1	499	2.7%	2	5
c1ccc(Cn2nnc3c(N4CCC5(CC4)OCCO5)ncnc32)cc1	4.3	2.1	11	i	19	6%	-0.2	965	-1.1	-0.19	-0.026	0.67	i	0.3	1149	-1.5%	-2	-9
CN(C)N1C(N)=C(C#N)C(c2cccnc2)C2=C1CC(C)(C)CC2=O (stereo not drawn)	1.6	1.7	8.0	i	-6	-5%	-0.32	1571	0.1	0.07	-0.095	-0.51	i	1.9	1408	-2.0%	0	-8

7 compounds already listed, sorted by the number in Dynein transport cell count, descending:
SMILES	Dynein transport cell count
CC(NC(=O)C1(c2cccs2)CCOCC1)c1ccccc1 (stereo not drawn)	1.1
Cc1csc(NC(=O)C(Cc2ccccc2)n2cccc2)n1 (stereo not drawn)	0.45
O=C(CSC1=NCCS1)Nc1ccccc1F	0.31
C=CCc1cccc(C=Nc2ccc(Br)cc2)c1O	-0.19
CN(C)N1C(N)=C(C#N)C(c2cccnc2)C2=C1CC(C)(C)CC2=O (stereo not drawn)	-0.51
COc1cccc(OC)c1C(=O)Oc1ccc2c(c1)O/C(=C\c1ccncc1)C2=O	-0.99
Cc1oc(-c2cccs2)nc1CN1CCN(C2CCCC2)C(CCO)C1 (stereo not drawn)	-1.4

2 of these compounds in a different format:
Values run as follows: MT stabilizer | MT stabilizer Hoechst-high % | MT stabilizer cytotoxicity % | Autophagy HCS | Autophagy HCS cell loss 18 h | AID2073 | Ins promoter up | Ins promoter up cell count | Dynein transport | Dynein transport cytoplasmic EGFP | Dynein transport nuclear GR-EGFP | Dynein transport cell count | Yfh1-off respiration | bCat nuc transl | bCat nuc transl cell count 5 µM | HIV peptide binding | WT yeast gro inh | WT yeast gro inh mutant strain
Cc1oc(-c2cccs2)nc1CN1CCN(C2CCCC2)C(CCO)C1 (stereo not drawn)
    1.6 | 2.3 | 13 | i | -12 | 20% | -0.63 | 1442 | 2.4 | -0.27 | 1.3 | -1.4 | i | -2.7 | 1027 | 0.6% | 2 | -3
OC(CNCCc1ccccc1)c1ccccc1 (stereo not drawn)
    2.9 | 1.2 | 12 | i | 2 | 7% | -0.3 | 1227 | -0.14 | -0.25 | 0.23 | 0.65 | i | -0.2 | 1143 | 1.5% | 7 | 13

Rows were taken by chance; overall some 4.2% were active at least once.
